Screening data (PubChem)
hgDAF-12 ag – activates the H. glycines DAF-12 receptor ligand-binding domain; HEK293 GAL4-hgDAF12 UAS-luciferase reporter, agonist luminescence; normalized to butyrate control; activation, % at 6.8 µM; actives 1.8% (n = 370,000);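 active = activation above a cutoff set at the mean of all screened compounds plus 3 SD, cut at about 10% in these data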;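 note: 0% = DMSO wells and 100% = sodium butyrate wells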
PG9 Ab binder – PG9 antibody binding by small molecule | actives 0.43% (n = 360,000) | inhibition, % at 6.7 µM | TR-FRET gp120-PG9 antibody binding | AID 624416; in the data active = inhibition above about 8.5%
FXN GAA850 act – activators of GAA850 frataxin (FXN) promoter | activation, % at 6 µM | AID 540364 | actives 0.56% (n = 360,000) | HEK293 lucGAA850 FXN promoter luciferase reporter, 24 h; percent of 10 µM SAHA response;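 active = activation above the average of all compounds screened plus 3 SD, cutoff fixed separately per campaign, cut at about 7.5% in these data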;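 note: 0% = DMSO wells and 100% = 10 µM SAHA wells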
PLCb3 inh – inhibitors of human phospholipase C beta3 | Q01970 | Purified PLC-beta3, fluorogenic substrate, fluorescence | inhibition, % at 12.2 µM | actives 0.18% (n = 370,000) | AID 720704; in the data active = inhibition above about 11%;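 note: 0% = median of compound wells on plate and 100% = full blocker control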
DAX1 inh-1 – inhibits human nuclear receptor DAX1. P51843. HEK293 Gal4-DAX1 luciferase reporter, luminescence. inhibition, % at 6.75 µM. actives 0.99% (n = 340,000). AID 504766;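 active = inhibition above the mean over all tested compounds plus 3 SD, cut at about 4.2% in these data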;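 note: 0% = DAX1-transfected cells with DMSO and 100% = empty-vector control cells with DMSO; inhibition shows as a rise in luminescence from relieved DAX1 repression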
Target sequence (P51843 207-470 limits assumed): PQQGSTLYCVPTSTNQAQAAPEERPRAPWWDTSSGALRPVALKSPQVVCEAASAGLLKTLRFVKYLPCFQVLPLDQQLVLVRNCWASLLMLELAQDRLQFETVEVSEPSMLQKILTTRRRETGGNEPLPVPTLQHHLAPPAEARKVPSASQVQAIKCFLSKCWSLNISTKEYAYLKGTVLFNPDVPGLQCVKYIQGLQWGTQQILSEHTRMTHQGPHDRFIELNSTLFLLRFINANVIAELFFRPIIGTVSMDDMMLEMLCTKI
ssDAF12 agonist – activators of S. stercoralis DAF-12 nuclear receptor; HEK293 ssDAF-12/GRIP1 lit1-tk-luc reporter, luminescence; % of 3 µM dafachronic acid response; activation, % at 6.8 µM; actives 1% (n = 370,000); AID 652126;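 active = activation above the mean over all tested compounds plus 3 SD, cut at about 0.9% in these data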;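 note: 0% = DMSO-only wells and 100% = 3 µM delta7-dafachronic acid wells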
SMARCA2 act – increases SMARCA2 function in MMTV reporter cells; MG213 cells, MMTV-luciferase reporter, dexamethasone, overnight; activation, % at 9.1 µM; actives 1% (n = 370,000); in the data active = activation above about 7.8%;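 note: 0% = vehicle wells and 100% = reference activator wells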
NR1D1 modulator – Rev-erb alpha (human) modulation; AID 1259318; P20393; activity, % at 10 µM; Rev-erbα–FITC-DNA binding, fluorescence polarization, 90 min; actives 0.79% (n = 370,000);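 active = activity above about 14%, limit read from the data; passing the limit was not always enough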;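 note: 0% = DMSO wells with 35 nM protein and 100% = DMSO wells with 750 nM protein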
DAX1 inh-2 – blocks DAX1 repression of SF-1 activated StAR promoter; HEK293T StAR-luciferase reporter, SF-1/DAX-1 repression relief; inhibition, % at 6.8 µM; actives 1.1% (n = 370,000); AID 652010;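 active = inhibition above the mean over all tested compounds plus 3 SD, cut at about 3.6% in these data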;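 note: 0% = DAX-1 cells with DMSO and 100% = cells lacking DAX-1 with DMSO; higher inhibition means more luminescence from relief of DAX-1 repression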
sPLA2-III inh – Inhibits HGIII-sPLA2 liposome hydrolysis, primary screen | inhibition, % at 12.2 µM | actives 0.56% (n = 370,000) | AID 743126 | QFRET BODIPY PC-A2 liposome hydrolysis, fluorescence;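 active = inhibition above mean plus 3 SD of compounds lying within the high and low control bounds, cut at about 19% in these data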;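 note: 0% = median of test compound wells and 100% = no enzyme DMSO wells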
Target sequence (Q9NZ20 whole entry, looked up): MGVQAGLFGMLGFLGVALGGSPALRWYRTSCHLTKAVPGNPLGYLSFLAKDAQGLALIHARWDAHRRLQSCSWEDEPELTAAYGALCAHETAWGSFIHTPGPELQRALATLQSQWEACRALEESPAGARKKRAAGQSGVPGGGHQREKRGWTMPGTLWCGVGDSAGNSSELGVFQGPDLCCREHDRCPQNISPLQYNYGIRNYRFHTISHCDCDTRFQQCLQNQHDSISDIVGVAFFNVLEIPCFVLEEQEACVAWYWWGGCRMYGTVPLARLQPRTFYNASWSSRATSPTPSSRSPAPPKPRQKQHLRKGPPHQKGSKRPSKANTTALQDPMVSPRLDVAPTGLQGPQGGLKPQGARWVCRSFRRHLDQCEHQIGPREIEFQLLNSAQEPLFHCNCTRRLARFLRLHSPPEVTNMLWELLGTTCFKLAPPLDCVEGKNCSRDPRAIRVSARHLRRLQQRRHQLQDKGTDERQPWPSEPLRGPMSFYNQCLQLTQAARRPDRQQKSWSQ
hcDAF12 agonist – activates DAF-12 receptor from parasite H. contortus. activation, % at 6.8 µM. actives 1.4% (n = 370,000). HEK293 hcDAF-12 lit1-tk-luc reporter, luminescence; 0% DMSO, 100% Δ7-dafachronic acid;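 active = activation above the mean of all tested compounds plus 3 SD, cut at about 5.5% in these data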;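 note: 100% = response to 3 µM Δ7-dafachronic acid high control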
* hit, by the source's call; i = inactive; · = no result given.

SMILES	hgDAF-12 ag	PG9 Ab binder	FXN GAA850 act	PLCb3 inh	DAX1 inh-1	ssDAF12 agonist	SMARCA2 act	NR1D1 modulator	DAX1 inh-2	sPLA2-III inh	hcDAF12 agonist
COc1ccc(-c2nn(-c3ccccc3)cc2CNC[C@H]2O[C@@H](n3ccc(=O)[nH]c3=O)[C@H](O)[C@@H]2O)cc1	-1.1	0.2	·	3	·	-0.9	4	7	2.1	-4	-1.2
CCN1CCc2c(sc(NC(=O)c3cc4ccccc4cc3OC)c2C(N)=O)C1	0.5	0.0	-0.3	i	2.0	-0.9	3	6	0.1	-8	-0.4
CC1CCCC(NC(=O)Cn2cc(Br)ccc2=O)C1C (centres undefined)	1.9	-3.0	0.6	-9	-0.1	-0.7	-3	-1	-0.5	13	-0.9
Cc1cc(=O)oc2cc(O)c(N=Nc3ccccc3)cc12	1.5	0.2	0.8	-13	1.6	-0.3	-3	4	0.1	12	5.2
CCOC(=O)c1c(C)[nH]c(C)c1S(=O)(=O)N1CCN(c2ccc([N+](=O)[O-])cc2)CC1	0.6	-0.6	5.5	-6	-0.2	-2.0	-2	6	-4.1	-3	-2.0
CCOC(=O)N1C(=O)NC(=O)C1c1ccc(Cl)cc1 (centres undefined)	0.7	-1.9	1.9	0	-0.6	-0.8	-3	2	0.5	2	0.7
Cc1cccc(NC(=O)C(=O)NCCCN2CCOCC2)c1	2.1	0.7	3.6	4	1.2	-1.4	-6	3	0.6	6	0.9
Cn1nc(C(C)(C)C)cc1C(=O)N1CCCC(c2cc(C(=O)Nc3ccccc3Cl)no2)C1 (centres undefined)	-4.5	-1.9	-1.4	-1	·	-1.2	-4	0	-0.6	-6	-0.8
O=C1C2C3C=CC(CC3)C2C(=O)N1c1ccccc1 (centres undefined)	3.1	0.3	0.7	-5	1.8	-0.4	0	-5	0.2	1	-0.3
CC(=O)Nc1ccc(C(=S)NCCCO)cc1	1.5	3.8	0.0	-1	-3.4	-1.8	0	-1	0.4	10	-0.8
COc1ccc(C2C(C#N)=C(N)OC(C(C)(C)C)=C2C#N)cc1OC (centres undefined)	0.0	2.1	0.6	-14	1.9	-0.9	1	-2	-0.3	-1	-0.6
Cc1ccc(-c2cnc3c(c2)C(=O)N([C@H](C)CO)C[C@@H](C)[C@@H](CN(C)C(=O)Cc2ccccc2)O3)cc1	-0.7	0.7	-1.2	-3	-0.1	-1.0	-3	-7	0.1	2	1.4
Cc1cc(C([O-])=C(C(=S)Nc2ccc(F)cc2)[n+]2ccccc2)c(C)n1-c1ccc(F)cc1	-0.3	-1.8	2.4	-19	-0.7	-0.9	4	1	-3.5	-5	0.8
CC1(C)CC2CC(C)(CN2S(=O)(=O)c2ccc(C(=O)Nc3cccc(S(=O)(=O)N4CCOCC4)c3)cc2)C1 (centres undefined)	-7.9	-1.2	-7.1	2	-4.5	-2.9	-9	1	-3.1	-38	-7.1
O=C1c2cc(N3CCCC3)c([N+](=O)[O-])cc2C(=O)N1c1ccccc1	3.0	-3.8	2.2	2	0.6	-1.2	-1	-2	0.2	3	0.4
COCCN(CCOC)S(=O)(=O)c1ccc(C(=O)Nc2nc(C)c(C(C)=O)s2)cc1	1.6	-1.2	1.0	-2	0.5	-1.4	0	-1	-0.3	-4	-1.4
COC(=O)c1nn(-c2ccc(OC)cc2)c(=O)cc1Oc1cccc(Cl)c1	2.1	-1.5	-2.3	-20	0.6	-1.4	3	4	0.0	0	-0.5
CCOC(=O)C1(CC2CCCCO2)CCN(C(=O)Nc2ccccc2SC)CC1 (centres undefined)	-4.0	-0.9	0.0	2	0.2	-0.9	-1	8	0.1	-1	-1.5
CCn1ncc(Br)c1C(=O)Nc1sc2c(c1C(N)=O)CCC2	-0.2	-1.2	1.6	-15	-0.2	-1.0	1	6	-1.0	-1	-0.9
CCOc1ccc(OCC(=O)N2CCN(S(=O)(=O)c3ccccc3)CC2)cc1	-4.2	-0.3	0.9	-1	0.1	-0.8	-3	-2	-0.9	16	-0.4
COC(=O)c1ccccc1NC(=S)N1CCN(c2ccccc2)CC1	0.7	-0.2	-0.2	-5	-0.4	-1.0	-3	6	-0.5	6	-1.5
COCCCN1C(=O)C(CC(=O)NCC2CCCCC2)CC(C(=O)N2CCOCC2)=C1C (centres undefined)	-0.5	-0.9	0.4	0	0.3	-0.9	2	6	0.2	7	-0.8
CN(Cc1ccc(Cl)s1)C(=O)CNC(=O)CNC(=O)c1ccc(Cl)cc1Cl	1.0	-1.2	1.4	-4	0.4	-0.8	-3	8	-0.4	1	-1.3
O=C(Nc1c(-c2ccc3c(c2)OCO3)[nH][nH]c1=O)c1cccc(C(F)(F)F)c1	-1.9	-3.8	·	-19	·	0.0	2	5	-2.3	-9	-2.2
COc1ccc(NC(=S)SC)cc1OC	-3.7	-0.4	0.3	-12	-0.5	-0.8	0	-4	-0.2	5	0.4
Remaining list, next part
SMILES	hgDAF-12 ag	PG9 Ab binder	FXN GAA850 act	PLCb3 inh	DAX1 inh-1	ssDAF12 agonist	SMARCA2 act	NR1D1 modulator	DAX1 inh-2	sPLA2-III inh	hcDAF12 agonist
COCCN(Cc1ccccc1)C(=O)c1cccc(S(=O)(=O)N2CCCc3ccccc32)c1	-4.5	-0.5	-0.2	-8	-1.0	-1.4	-1	1	-3.1	-15	1.1
Cc1ccc(NC(=O)CSc2nc(N)c3cc4c(nc3n2)CCCC4)cc1	5.0	-0.4	4.6	-5	-1.4	-0.8	2	-10	-1.2	-14	-0.1
COc1ccc(N2CCN(C(=O)c3cccnc3SCc3cccc(Br)c3)CC2)cc1	1.4	-2.7	3.9	-1	-0.3	-1.8	-4	1	-0.7	-14	-2.4
Cc1cccc(OCCn2c(=O)n(C)c3ccccc32)c1	13*	-0.5	3.9	3	3.0	-0.8	8.9*	8	5.8*	-3	3.1
COc1ccc(/C=C/C(=O)Oc2cccc(/C=N/NC(=O)COc3c(C)cccc3C)c2)cc1	4.3	9.5*	2.0	3	0.5	-1.0	2	6	0.6	-3	0.4
O=S(=O)(NCc1ccccc1)c1ccc(-c2cnc(C3CC3)o2)cc1	-0.2	-1.4	-4.5	-9	-1.2	-1.0	-2	-7	-1.8	3	-1.2
O=C(CN1CCN(S(=O)(=O)c2ccc(Br)cc2)CC1)Nc1ccc(F)cc1F	-1.1	-4.8	-0.1	2	0.0	-1.2	0	-4	-0.9	-5	-1.4
CN(Cc1ccon1)C(=O)CC1C(=O)NCCN1Cc1ccc(Cl)c(F)c1 (centres undefined)	1.9	-1.9	0.5	-37	0.7	-0.8	0	3	-1.5	-6	0.1
O=C(COC(=O)c1cccnc1SCC(=O)NCc1ccccc1)NCc1ccccc1	0.8	32*	6.9	-2	-0.1	-0.9	9.1*	53*	0.1	-6	-0.6
Cn1nccc1CNC(=O)c1ccnn1C	0.3	0.9	1.2	5	0.8	-1.1	-2	-7	0.8	4	0.3
COc1ccc(-c2nc(C)c(C(C)=O)n2O)cc1OC	-0.8	-1.3	-0.5	0	1.2	-1.3	-2	2	-0.3	5	-0.8
CCN(CC(=O)Nc1c(F)cccc1F)C(=O)c1cccc(-n2cccc2)c1	-1.2	0.9	0.9	1	-2.1	-1.2	-1	-27	-1.3	-8	-1.8
BrC(=C\c1ccccc1)/C=N/Nc1nc(N2CCOCC2)nc(N2CCOCC2)n1	3.4	-4.3	6.0	1	-1.0	-0.9	-1	-5	-1.3	3	-5.1
Cc1c(NC(=O)C2CCN(S(=O)(=O)c3cccs3)CC2)c(=O)n(-c2ccccc2)n1C	-1.9	-2.7	2.5	-2	2.2	-0.4	-6	-2	0.4	9	-2.2
Cc1ccc(CN(C)C(=O)c2ccc(S(=O)(=O)N3CCCCCC3)cc2)o1	-1.9	0.2	0.9	-5	-0.1	-0.9	-1	3	-0.4	-11	-0.6
CCOC(=O)c1c(-c2ccccc2)oc2ccc(OCC(=O)O)cc12	0.9	1.2	0.5	i	1.1	-1.1	-2	-2	0.2	-1	-0.9
O=C(CCn1cncn1)N1CCCC(N2CCN(c3ccc(F)cc3)CC2)C1 (centres undefined)	-1.0	-1.1	1.5	3	1.4	-0.4	3	2	-0.6	-4	2.1
CC(C)(C)n1nnnc1C(c1ccccc1)N1CCCN(Cc2ccc(F)cc2)CC1 (centres undefined)	1.9	-2.4	·	-1	·	-0.2	-2	5	-2.5	1	0.2
COc1ccc(OCCOc2ccc(/C=C3\C(=N)N4N=C(C)SC4=NC3=O)cc2)cc1	1.4	-1.5	-2.6	-12	-0.1	-1.3	-3	-11	-2.1	3	-1.1
O=C(NNC(=O)c1cc(-c2ccccc2)nc2ccccc12)Nc1cccc(Cl)c1	-2.4	-3.0	-1.5	-2	-0.2	-1.3	1	2	-0.5	-65	-1.3
CC(C)(C)C(=O)c1c(N)[nH]c(C(=O)c2ccccc2)c1-c1ccccc1	0.2	-2.6	·	4	·	-0.9	-1	3	0.4	14	-1.0
Cc1nn(-c2ccccc2)c(C)c1C(=O)OCC(=O)N(C)c1c(N)n(Cc2ccccc2)c(=O)[nH]c1=O	0.7	1.3	4.2	-3	-0.3	-1.1	2	-3	-0.7	0	-1.6
CC(=O)O[C@@H]1C[C@@]2(C)[C@@H](CC[C@H]2[C@@H](C)/C=C\CC(C)C)C2=C[C@@H](O)[C@@]3(O)C[C@@H](O)[C@H](O)C[C@]3(CO)[C@]21O	2.1	-1.3	0.9	5	·	-1.1	2	-1	1.5	-14	-2.8
Cc1cc(C)c(NC(=O)COC(=O)/C=C/c2cccc(C(F)(F)F)c2)c(C)c1	-2.5	-0.6	3.2	0	0.4	-0.4	-2	-1	-0.3	-6	-1.2
Cc1ccc(C(=O)Nc2cccc3ccccc23)cc1	4.7	-1.0	3.0	-10	-0.5	-0.5	1	3	0.1	12	1.9
Continuation:
SMILES	hgDAF-12 ag	PG9 Ab binder	FXN GAA850 act	PLCb3 inh	DAX1 inh-1	ssDAF12 agonist	SMARCA2 act	NR1D1 modulator	DAX1 inh-2	sPLA2-III inh	hcDAF12 agonist
Cc1onc(-c2c(Cl)cccc2Cl)c1C(O)c1ccccc1 (centres undefined)	-0.5	0.1	-1.1	2	-1.4	-0.7	0	3	0.2	-6	-0.6
Brc1ccc(Cn2c(-c3ccc(Br)o3)nc3ccccc32)o1	-0.5	0.2	3.3	-9	-0.4	-1.2	12*	3	0.5	1	-1.8
CCCCNc1nc2c(-c3ccccc3)nnn2c2ccccc12	-2.8	0.1	3.4	-25	-1.7	-0.6	4	50*	-0.2	-1	4.5
CN(CCNC(=O)c1cc2c(=O)n(C)c3ccccc3c2n1C)Cc1ccccc1	2.4	0.7	-0.7	4	1.8	-1.2	0	-3	-0.2	-3	-1.0
Cc1ccc(OCCn2c(=O)sc3ccccc32)cc1	10	-2.1	3.6	4	2.4	-0.4	7	5	2.5	-1	2.1
COc1ccc(Cn2nnnc2CN2CCC(c3nc4ccccc4s3)CC2)cc1	-4.4	-0.5	5.3	1	1.1	-2.5	-4	0	-0.7	-28	-3.6
